HSP90 inh – HSP90 refolding inhibition in rabbit reticulocyte lysate. luciferase refolding luminescence, 3 h. inhibition, % at 5.6 µM. 290,000 tested, 0.91% active;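 active means inhibition above the screen-wide mean plus 3 SD, computed separately per campaign, cut at about 16% in these data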;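 further: 0% = DMSO wells and 100% = 60 µM geldanamycin wells; inhibitors lower the luminescence because luciferase stays unfolded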
HIF act – HIF pathway transcriptional activation; U2OS HRE-luciferase reporter, luminescence; normalized: DMSO 0%, desferrioxamine 100%; 300,000 tested, 0.32% active; activation, % at 7.5 µM (by protocol);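 active means mean activation of at least 10% of the iron chelator positive control signal, with at least half of replicates also reaching 10%; inconclusive means mean and replicate majority disagree about reaching 10%; inactive means mean and most replicates under 10%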
aSyn UTR inh – 5' untranslated region of α-synuclein, MLPCN primary screen | 300,000 tested, 0.82% active | alpha-synuclein 5'UTR reporter, inhibitor activity | inhibition, % (tested at 7.5 µM); in the data active means inhibition above about 60%; inconclusive means no clear call, values can overlap the other calls;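 further: H4 neuroglioblastoma cells stably carrying SNCA 5'UTR luciferase fusion; 0% = DMSO wells and 100% = positive control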
HDAC3 inh – inhibitors of human histone deacetylase 3; O15379; recombinant HDAC3, fluorogenic peptide/trypsin coupled, fluorescence; inhibition, % at 8.3 µM; 320,000 tested, 0.15% active; in the data active means inhibition above about 26%, passing the limit was not always enough; inconclusive means no clear call, values can overlap the other calls
Target sequence (O15379 whole entry, looked up): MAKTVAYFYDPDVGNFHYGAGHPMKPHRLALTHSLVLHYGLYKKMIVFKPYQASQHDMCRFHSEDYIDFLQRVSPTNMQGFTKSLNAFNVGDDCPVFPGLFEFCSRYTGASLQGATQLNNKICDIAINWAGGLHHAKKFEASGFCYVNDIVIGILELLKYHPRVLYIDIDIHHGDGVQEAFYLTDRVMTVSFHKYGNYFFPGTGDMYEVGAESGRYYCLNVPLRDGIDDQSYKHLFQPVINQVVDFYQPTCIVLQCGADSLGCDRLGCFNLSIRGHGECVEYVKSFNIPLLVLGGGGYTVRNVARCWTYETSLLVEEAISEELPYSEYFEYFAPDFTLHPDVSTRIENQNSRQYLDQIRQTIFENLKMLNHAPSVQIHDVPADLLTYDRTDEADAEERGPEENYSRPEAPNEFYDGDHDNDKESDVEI
Platelet DG rel – modulates dense granule release in human platelets. human platelet-rich plasma, SFLLRN dense granule ATP release, luminescence. inhibition, %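 (compounds screened at 7.5 µM in platelet-rich plasma)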. 300,000 tested, 0.22% active. AID 1663;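 active means mean replicate score, as percent of positive control, at or above 50; inconclusive means mean below 50 but at least one replicate at or above 50; inactive means mean and every replicate below 50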
KLF5 inhibitor – kruppel-like factor 5 inhibition. DLD-1 KLF5 promoter-luciferase reporter, luminescence. inhibition, % at 5 µM. 290,000 tested, 0.23% active;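 active means inhibition above a per-plate limit of that plate's mean compound inhibition plus 3 SD, cut at about 60% in these data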;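 further: 0% = DMSO wells and 100% = LY294002 at 200 µM; higher means less KLF5 promoter-driven luciferase light; inactives centre near -14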
HSF1 activator – increases HSF-1 driven luciferase reporter signal; AID 504408; 300,000 tested, 1.7% active; activation, % at 9 µM; NIH3T3-HGL HSF-1 luciferase reporter, MG132, 8 h; 100% = twice DMSO control signal;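 active means mean replicate activation of at least 50% with a set share of replicates each reaching 50%; inconclusive means only one of those two conditions met; inactive means mean below 50% and too few replicates reaching it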;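 further: 0% = median of the neutral control wells and 100% = twice that signal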
HSF1 inh – HSF1 inhibition. NIH3T3-HGL HSE-luciferase, MG132-induced, luminescence 8 h; hits give low values. activity change, negative = inhibition, % at 7.5 µM (by protocol). 300,000 tested, 0.77% active;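 active means more than half of replicate wells show activity change below -50%, luminescence cut by over half; inconclusive means some wells, but at most half, below -50%; inactive means no replicate well below -50%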;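 further: luciferase reports HSF-1 transcriptional activity via heat shock element; 0% = median of DMSO wells and -100% = zero luminescence signal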
IEC-6 tox – kills IEC-6 intestinal cells in KLF5 counter-screen; IEC-6 cytotoxicity, luminescence viability; inhibition, % at 5 µM; 290,000 tested, 0.78% active; in the data active means inhibition above about 22%;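 further: 0% = plate median of test compound wells and 100% = cytotoxic reference compound wells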
AI-2 QS modul – modulators of Vibrio harveyi AI-2 quorum sensing system; Vibrio harveyi JMH597 AI-2 luminescence/OD600 ratio, 9 h; hits give low values; strain lacks LuxN and CqsS sensors; 0 = neutral-control median; activity change, % at 7.5 µM; 300,000 tested, 0.4% active; in the data active means activity change below about -75%, passing the limit was not always enough; inconclusive means no clear call, values can overlap the other calls;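 further: luminescence divided by OD600 gain over 9 h not by final OD600 alone; inactives centre near 13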
Numbers without * were called inactive.

For CCSC1=C(C#N)C(c2ccccc2Cl)C(C(=O)c2cccs2)C(O)(C(F)(F)F)N1 (stereo not drawn) the results were HSP90 inh 5, HIF act -1.0, aSyn UTR inh -13, HDAC3 inh -1, Platelet DG rel 2, KLF5 inhibitor 8, HSF1 activator 44, HSF1 inh 25, IEC-6 tox -2 and AI-2 QS modul 6.
COc1ccccc1C(=O)Nc1ccc(C(=O)O)cc1 was read as HSP90 inh 5, HIF act -0.6, aSyn UTR inh -4, HDAC3 inh -9, Platelet DG rel 0, KLF5 inhibitor -18, HSF1 activator 11, HSF1 inh 2, IEC-6 tox -1 and AI-2 QS modul 13.
`O=C(NC(Cc1c[nH]c2ccccc12)C(=O)Nc1ccc(F)cc1)c1cccs1` (stereo not drawn) gave HSP90 inh -2, HIF act -0.3, aSyn UTR inh 34, HDAC3 inh 5, Platelet DG rel -4, KLF5 inhibitor -9, HSF1 activator 16, HSF1 inh 5, IEC-6 tox -4 and AI-2 QS modul 18.
Screening Cc1nc(Cl)sc1C(=O)Nc1ccc(Cl)cc1 returned HSP90 inh 2, HIF act 2.3, aSyn UTR inh -34, HDAC3 inh 2, Platelet DG rel -8, KLF5 inhibitor -12, HSF1 activator 12, HSF1 inh 9, IEC-6 tox -4 and AI-2 QS modul 22.
For CC(=O)Cn1c(CN2CCN(C(=O)c3ccco3)CC2)nc2c1c(=O)n(C)c(=O)n2C the results were HSP90 inh -1, HIF act -0.5, aSyn UTR inh -1, HDAC3 inh -1, Platelet DG rel 1, KLF5 inhibitor -18, HSF1 activator -4, HSF1 inh -1, IEC-6 tox -3 and AI-2 QS modul 16.
For COc1ccc(-c2nn(-c3ccccc3)cc2C(=O)Nc2nccs2)cc1OC the results were HSP90 inh 2, HIF act 0.1, aSyn UTR inh 20, HDAC3 inh 1, Platelet DG rel -3, KLF5 inhibitor 3, IEC-6 tox 7 and AI-2 QS modul 18.
Screening COc1ccc(C(=O)N/C(=C/c2ccco2)C(=O)N2CCCCCC2)cc1 returned HSP90 inh 0, HIF act -0.1, aSyn UTR inh -26, HDAC3 inh 12, Platelet DG rel 14, KLF5 inhibitor 11, HSF1 activator -11, HSF1 inh -1, IEC-6 tox 4 and AI-2 QS modul 18.
Screening CC1CN(S(=O)(=O)c2cccs2)CC(C)O1 (stereo not drawn) returned HSP90 inh 4, HDAC3 inh -3, KLF5 inhibitor 10 and IEC-6 tox 0.
`O=C(COC(=O)CCCc1nc2ccccc2s1)NC(=O)NCc1ccco1` gave HSP90 inh 1, HIF act -0.4, aSyn UTR inh 1, HDAC3 inh -5, Platelet DG rel -7, KLF5 inhibitor 7, HSF1 activator 6, HSF1 inh -11, IEC-6 tox -1 and AI-2 QS modul 23.
`CCC1(C)Cc2c(sc3c2c(=O)n(-c2ccccc2)c(=O)n3C)CO1` (stereo not drawn) gave HSP90 inh 1, HDAC3 inh 3, KLF5 inhibitor -17 and IEC-6 tox 1.
`CCn1nc(C)c(CNC(=O)CC2C(=O)NCCN2Cc2ccc(C)o2)c1C` (stereo not drawn) gave HSP90 inh -4, HIF act 0.1, aSyn UTR inh 10, HDAC3 inh -2, Platelet DG rel -1, KLF5 inhibitor -8, HSF1 activator -2, HSF1 inh -4, IEC-6 tox -5 and AI-2 QS modul 18.
For Brc1ccc(/C=N/Nc2ncnc3c2cnn3Cc2ccccc2)cc1 the results were HSP90 inh -1, HIF act 0.3, aSyn UTR inh -8, HDAC3 inh 6, Platelet DG rel 1, KLF5 inhibitor -12, HSF1 activator -5, HSF1 inh -15, IEC-6 tox 3 and AI-2 QS modul 25.
For CCOC(=O)/C(C#N)=C/C1=C(N2CCOCC2)CC(C)(C)OC1 the results were HSP90 inh 4, HIF act -0.1, aSyn UTR inh 7, Platelet DG rel 18, KLF5 inhibitor 9, HSF1 activator -8, HSF1 inh 0, IEC-6 tox 6 and AI-2 QS modul 15.
Screening O=C(c1cccs1)N1CCN=C1SCc1ccc(Cl)cc1 returned HSP90 inh -6, HIF act 0.0, aSyn UTR inh -16, HDAC3 inh 0, Platelet DG rel -2, KLF5 inhibitor -9, HSF1 activator -12, HSF1 inh -5, IEC-6 tox -9 and AI-2 QS modul -5.
CCn1c(=N)n(CCOc2ccc(OC)cc2)c2ccccc21 was read as HSP90 inh -1, HIF act 0.2, aSyn UTR inh 11, HDAC3 inh 3, Platelet DG rel 0, KLF5 inhibitor -20, HSF1 activator 9, HSF1 inh -2, IEC-6 tox 1 and AI-2 QS modul 6.
O=C(NCCc1cn2ccccc2n1)C1CCCCC1 was read as HSP90 inh 0, HIF act 0.1, aSyn UTR inh 6, Platelet DG rel -2, KLF5 inhibitor -59, HSF1 activator -9, HSF1 inh -5, IEC-6 tox -2 and AI-2 QS modul 22.
For Cc1cccc(C(=O)NCCC(=O)Nc2ccc(C)c(F)c2)c1 the results were HSP90 inh 1, HIF act 1.5, aSyn UTR inh 1, HDAC3 inh 3, Platelet DG rel -7, KLF5 inhibitor 2, HSF1 activator -7, HSF1 inh 12, IEC-6 tox -2 and AI-2 QS modul -1.
`O=C(NCc1ccccc1F)C1CCCN(S(=O)(=O)N2CCOCC2)C1` (stereo not drawn) gave HSP90 inh -3, HIF act 0.1, aSyn UTR inh 5, HDAC3 inh 1, Platelet DG rel 9, KLF5 inhibitor -41, HSF1 activator -2, HSF1 inh 3, IEC-6 tox 3 and AI-2 QS modul 4.
O=P(c1ccccc1)(c1ccccc1)c1ccc(O)cc1 was read as HSP90 inh -3, HIF act 0.4, aSyn UTR inh -6, HDAC3 inh -2, Platelet DG rel 0, KLF5 inhibitor -19, HSF1 activator -4, HSF1 inh -1, IEC-6 tox 3 and AI-2 QS modul 7.
`CCC(C(=O)NCCN1CCOCC1)n1nc(C)n2c(cc3sccc32)c1=O` (stereo not drawn) gave HSP90 inh -2, HIF act 0.2, aSyn UTR inh -13, HDAC3 inh -7, Platelet DG rel -7, KLF5 inhibitor -6, HSF1 activator -21, HSF1 inh -5, IEC-6 tox 9 and AI-2 QS modul 17.
O=C(N/N=C/c1ccccc1C(=O)O)c1ccc(COc2cccc3cccnc23)cc1 was read as HSP90 inh -1, HIF act 1.2, aSyn UTR inh 0, HDAC3 inh -7, Platelet DG rel -2, KLF5 inhibitor 7, HSF1 activator 3, HSF1 inh 0, IEC-6 tox -1 and AI-2 QS modul 33.
`O=C(Nc1cc(Br)ccc1O)C1CC(c2c(F)cccc2Cl)=NO1` (stereo not drawn) gave HSP90 inh -1, HIF act -0.1, aSyn UTR inh 13, HDAC3 inh 10, Platelet DG rel 3, KLF5 inhibitor -15, HSF1 activator -2, HSF1 inh 3, IEC-6 tox 4 and AI-2 QS modul 53.
Screening O=C(C1CCC1)N1CCc2cc(S(=O)(=O)Nc3ccc4c(c3)OCCO4)ccc21 returned HSP90 inh -4, HIF act 1.2, aSyn UTR inh -29, HDAC3 inh 2, Platelet DG rel 2, KLF5 inhibitor -23, HSF1 activator -16, HSF1 inh 1, IEC-6 tox 4 and AI-2 QS modul 8.
COc1ccc(-n2c(N)c(C(=O)NCc3ccco3)sc2=S)cc1 was read as HSP90 inh 0, HIF act -4.0, aSyn UTR inh 0, HDAC3 inh 4, Platelet DG rel -2, KLF5 inhibitor 17, HSF1 activator -8, HSF1 inh -2, IEC-6 tox 7 and AI-2 QS modul 8.
For Cc1c(S(=O)(=O)c2ccccn2)c(N)n(Cc2ccccc2)c1C the results were HSP90 inh 1, HIF act -0.4, aSyn UTR inh -14, HDAC3 inh 1, Platelet DG rel 17, KLF5 inhibitor -27, HSF1 activator 4, HSF1 inh -3, IEC-6 tox 2 and AI-2 QS modul 7.
For c1ccc(-n2c(SCc3nc(-c4cccs4)no3)nnc2-c2ccco2)cc1 the results were HSP90 inh 1, HIF act -0.4, aSyn UTR inh 11, HDAC3 inh 3, Platelet DG rel 0, KLF5 inhibitor -4, HSF1 activator 4, HSF1 inh 1, IEC-6 tox -5 and AI-2 QS modul 22.
For CCCCSC1(SCCCC)N=C(N)C2(C#N)C(c3ccccc3)NC(C)=CC12C#N (stereo not drawn) the results were HSP90 inh -2, HIF act -0.2, aSyn UTR inh -13, Platelet DG rel 12, KLF5 inhibitor -13, HSF1 activator 21, HSF1 inh -1, IEC-6 tox -2 and AI-2 QS modul 27.
`C=CCn1c(SCC(=O)Nc2cc(C)c(Cl)cc2OC)nnc1-c1ccco1` gave HSP90 inh -5, HIF act -0.7, aSyn UTR inh 18, HDAC3 inh -20, Platelet DG rel 1, KLF5 inhibitor -37, IEC-6 tox 3 and AI-2 QS modul 33.
For O=C(NCc1ccc(F)cc1)c1cc2ccccn2n1 the results were HSP90 inh -4, HIF act 0.3, aSyn UTR inh -13, HDAC3 inh -1, Platelet DG rel -8, KLF5 inhibitor -26, HSF1 activator 17, HSF1 inh 0, IEC-6 tox 4 and AI-2 QS modul -61.
`CCN(CC)S(=O)(=O)c1ccc(C(=O)NNC(=O)C2CCN(S(=O)(=O)c3ccc(Cl)cc3)CC2)cc1` gave HSP90 inh -1, HIF act 0.4, aSyn UTR inh -15, HDAC3 inh 0, Platelet DG rel -1, KLF5 inhibitor -8, HSF1 activator 44, HSF1 inh 5, IEC-6 tox 0 and AI-2 QS modul 8.
O=C(Nc1nc(-c2cccs2)cs1)c1ccc(Cl)cc1 was read as HSP90 inh 3, HIF act 4.0, aSyn UTR inh -88, HDAC3 inh -3, Platelet DG rel 2, KLF5 inhibitor -55, HSF1 activator 45, HSF1 inh 5, IEC-6 tox -3 and AI-2 QS modul 10.
`Cc1cc(=O)c2ccc3ccccc3c2[nH]1` gave HSP90 inh 8, HIF act 3.2, aSyn UTR inh -36, HDAC3 inh 5, Platelet DG rel -8, KLF5 inhibitor 11, HSF1 activator -1, HSF1 inh -6, IEC-6 tox 6 and AI-2 QS modul 1.
`N=C1CCCN1CC(=O)c1ccc(Br)cc1` gave HSP90 inh -6, HIF act 2.4, aSyn UTR inh -87, HDAC3 inh 0, Platelet DG rel -10, KLF5 inhibitor -71, HSF1 activator 14, HSF1 inh 20, IEC-6 tox -5 and AI-2 QS modul 12.
Screening O=C(NC1CCCCC1)c1ccc(CS(=O)Cc2ccc(Cl)cc2)o1 (stereo not drawn) returned HSP90 inh 1, HIF act -0.1, aSyn UTR inh 13, HDAC3 inh 4, Platelet DG rel -4, KLF5 inhibitor 6, HSF1 activator -14, HSF1 inh 2, IEC-6 tox 6 and AI-2 QS modul 11.
For CCN(CC)S(=O)(=O)c1cccc(-c2nnc(SCCCC(=O)c3ccc(F)cc3)o2)c1 the results were HSP90 inh 6, HIF act -1.2, aSyn UTR inh -5, HDAC3 inh 1, Platelet DG rel -2, KLF5 inhibitor -15, HSF1 activator 46, HSF1 inh 16, IEC-6 tox 1 and AI-2 QS modul 18.
Screening NC(=O)CN1CCN(CCN2C(=O)c3cccc4cccc(c34)C2=O)CC1 returned HSP90 inh 1, HIF act 0.1, aSyn UTR inh 10, HDAC3 inh inconclusive, Platelet DG rel 11, KLF5 inhibitor 0, HSF1 activator 9, HSF1 inh -2, IEC-6 tox 6 and AI-2 QS modul 14.
